Source: PubChem BioAssay
Akt phos inh = HTS Assay for Inhibitors of Akt Phophorylation: Primary Screen; 360,000 tested, 0.32% active; Neuro2A IGF-stimulated pAkt S473 HTRF, 20 min; hits give low values; AID 651550, 2012; activity change, % for hits at 50 µM; in the data active = activity change below about -80%; inconclusive = mostly about -51% to -80%; note: % is set by controls: 0 for no effect and ±100 for the full control effect
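Single-point screen (50 µM final compound) in Neuro2A cells stimulated 20 min with 6 nM IGF at 37 deg C. After lysis, Ser473-phosphorylated Akt read by HTRF (ex 330 nm, em 615/665 nm) as the 665/615 ratio.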
TDP43 rescue = qHTS of TDP-43 Inhibitors; TDP-43 expressing yeast growth rescue, BacTiter-Glo, 24 h; Potency, µM (series often up to 46.1 µM), without a hit: at the top dose growth rescue (activation), hits mostly activators; 410,000 tested, 1.8% active; note: potency is the fitted concentration of half-maximal effect; % of control where 0% means no effect; nearly all actives have a fitted effect of over 50% in size
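In this qHTS, compounds that restore growth of yeast expressing TDP-43 appear as activators. Cells (OD600=0.02, galactose medium, raffinose-pregrown) are incubated with compound 24 hr at 30 deg C and growth is quantified by BacTiter-Glo.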
GLP1R cytotox = qHTS of GLP-1 Receptor Inverse Agonists: Cytotox Screen; HEK293 cAMP-luciferase reporter cells, luminescence, 24 h; Potency, µM (top dose mostly 38.3 µM), for the others: at the highest dose activity change, negative = inhibition, most hits filed as inhibitors; 410,000 tested, 0.13% active;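 note: loss of luciferase light is scored as toxicity; potency is the fitted concentration of half-maximal effect; % is set by controls: 0 for no effect and ±100 for the full control effect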
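To flag toxic compounds, the library was rerun on cells for 24 hr at 37 deg C and 5% CO2. Viability-linked luminescence was captured 12 min after adding luciferase detection reagent.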
aSyn rescue = qHTS of alpha-syn Inhibitors | Yeast expressing alpha-synuclein, growth rescue, BacTiter-Glo, 24 h | Potency, µM (series often up to 46.1 µM), for inactives: at the top dose growth rescue (activation), actives largely listed as activators | 370,000 tested, 0.14% active; note: potency is the fitted concentration of half-maximal effect; % of control where 0% means no effect; nearly all actives have a fitted effect of over 65% in size
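Galactose-induced alpha-syn yeast (OD600=0.02, raffinose-pregrown) + pinned cpd, 24 hr, 30 deg C; growth by BacTiter-Glo luminescence. Growth restoration scores as activation.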
FUS yeast rescue = qHTS for Suppressors of FUS Proteinopathy: Primary screen using FUS-linked yeast assay | S. cerevisiae FUS-expressing, growth rescue, OD600, 24 h | Potency, µM (highest dose often 76.6 µM), without a hit: at the top dose growth rescue (activation), actives largely listed as activators | 390,000 tested, 0.24% active;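 note: potency is the fitted concentration of half-maximal effect; plate controls were DMSO vehicle for no effect and reference control for full effect; nearly all actives have a fitted effect of over 55% in size; some results filed as inactive show a strong effect at the top dose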
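Quantitative HTS measuring growth restoration of FUS-toxic yeast. Galactose-induced cells (OD 0.005) were exposed 24hr at 30C to compounds at several concentrations, then absorbance at 600 nm was recorded.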
GLP-1R inv ag = qHTS of GLP-1 Receptor Inverse Agonists (Inhibition Mode); HEK293 GLP-1R CRE-luciferase, luminescence, 24 h; GLP-1R form is constitutively active; Glucagon-like peptide 1 receptor (Homo sapiens), P43220; 410,000 tested, 1.6% active; Potency, µM (highest dose often 38.3 µM), inactives show at the top dose activity change, negative = inhibition, most hits filed as inhibitors; note: potency is the fitted concentration of half-maximal effect; % is set by controls: 0 for no effect and ±100 for the full control effect; nearly all actives have a fitted effect of over 55% in size
Target sequence (P43220 whole entry, looked up): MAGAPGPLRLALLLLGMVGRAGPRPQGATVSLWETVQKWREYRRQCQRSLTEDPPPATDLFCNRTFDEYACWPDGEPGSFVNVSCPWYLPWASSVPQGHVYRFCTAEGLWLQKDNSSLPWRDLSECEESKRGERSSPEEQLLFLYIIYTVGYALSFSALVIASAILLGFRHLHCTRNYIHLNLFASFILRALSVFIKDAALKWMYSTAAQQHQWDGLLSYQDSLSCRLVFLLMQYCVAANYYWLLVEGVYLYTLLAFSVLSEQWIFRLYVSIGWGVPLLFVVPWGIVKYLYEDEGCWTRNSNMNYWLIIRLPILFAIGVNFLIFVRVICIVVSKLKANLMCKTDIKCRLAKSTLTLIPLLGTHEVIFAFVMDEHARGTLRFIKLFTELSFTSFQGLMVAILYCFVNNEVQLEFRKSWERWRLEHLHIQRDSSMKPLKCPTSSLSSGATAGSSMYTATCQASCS
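qHTS in 1536-well format: reporter HEK293 cells expressing constitutive GLP-1R activity in DMEM + 10% Nu serum, 24 hr with compounds at 37 deg C, luminescence read after 12 min with detection reagent.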
Abeta yeast res = qHTS for compounds that reverse cellular toxicity of Amyloid beta (A-beta) peptide in yeast: Primary Screen; yeast expressing A-beta42, growth rescue, OD600, 48 h; response scale: 0% DMSO, 100% iron-clioquinol control; Potency, µM (titrated, usually from 46.1 µM), for the others: at the top dose growth rescue, actives largely listed as activators; 410,000 tested, 0.063% active; note: potency is the fitted concentration of half-maximal effect; nearly all actives have a fitted effect of over 55% in size
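Yeast growth medium received pinned compounds, then yeast cells expressing toxic A-beta were added; plates incubated at 30 C for 48 hr. Growth read as absorbance at 600 nm, normalized to DMSO and equimolar FeCl3 plus clioquinol controls.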
Mm-Cpn inhibitor = Inhibitors of TCP-1 ring complex (TRiC) of Methanococcus maripaludis (MmCpn): qHTS; Chaperonin Mm-Cpn (Methanococcus maripaludis); purified Mm-Cpn ATPase, ADP Transcreener TR-FRET; 330,000 tested, 0.031% active; Potency, µM (top dose mostly 76.9 µM), for inactives: top-dose activity, negative = inhibition, most hits filed as inhibitors; AID 504842, 2011; note: potency is the fitted concentration of half-maximal effect; % is set by controls: 0 for no effect and ±100 for the full control effect; nearly all actives have a fitted effect of over 80% in size
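25 nM Mm-CPN + cpd, 10 min 37°C; + 10 uM ATP, 30 min 37°C; buffer 30 mM Tris pH 7.4, 100 mM KCl, 5 mM MgCl2, 1 mM DTT; Transcreener ADP HTRF detection 30 min RT.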
PTHR1 agonist = qHTS for PTHR1 Agonists: Primary Screen | Parathyroid hormone/parathyroid hormone-related peptide receptor (Homo sapiens), Q03431 | Potency, µM (doses to about 115 µM), for the others: top-dose activation, usual class: activators | 410,000 tested, 0.075% active | HEK293 GP2 PTHR1 cells, GloSensor cAMP luminescence, 1 h; note: potency is the fitted concentration of half-maximal effect; nearly all actives have a fitted effect of over 55% in size; some results filed as inactive show a strong effect at the top dose; inactives centre near -15; many of its hits are not listed in these tables
Target sequence (Q03431 whole entry, looked up): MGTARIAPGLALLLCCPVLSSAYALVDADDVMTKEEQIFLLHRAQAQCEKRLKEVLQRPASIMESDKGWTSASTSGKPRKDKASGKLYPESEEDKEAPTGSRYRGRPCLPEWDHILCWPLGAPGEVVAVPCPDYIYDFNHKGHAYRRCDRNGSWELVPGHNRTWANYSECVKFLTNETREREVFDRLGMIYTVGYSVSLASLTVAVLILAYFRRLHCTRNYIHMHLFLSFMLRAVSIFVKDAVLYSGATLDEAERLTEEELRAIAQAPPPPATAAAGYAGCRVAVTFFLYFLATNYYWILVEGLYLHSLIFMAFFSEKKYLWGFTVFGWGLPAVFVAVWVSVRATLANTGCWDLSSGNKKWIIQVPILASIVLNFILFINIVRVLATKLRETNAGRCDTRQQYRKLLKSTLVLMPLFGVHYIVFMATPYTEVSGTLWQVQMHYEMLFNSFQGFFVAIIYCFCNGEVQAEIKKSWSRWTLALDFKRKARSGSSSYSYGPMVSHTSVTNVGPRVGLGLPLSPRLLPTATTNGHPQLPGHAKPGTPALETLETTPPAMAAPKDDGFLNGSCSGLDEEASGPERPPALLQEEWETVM
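HEK-293-derived GP2 cells expressing PTHR1 and a GloSensor cAMP reporter, 3,000/well, plated overnight, given luciferin plus IBMX (each 0.5 mM as added) for 1 h at 37 °C, then compound for 1 h at 37 °C. Luminescence was read after 15 min at room temperature.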
* = called active by the depositor; i = inactive; u = inconclusive; x = no result given; [ ] = dose if it differs, or a comment. Unless noted, calls come from the whole dose curve; as a rule, active = well fitted curve in the direction sought with a large enough effect; inconclusive = small, poorly fitted or top-dose-only effect, or another doubt; inactive = no such curve, though single readings can be large; an effect the other way counts as inactive or inconclusive. Some of the compounds tested. The share of hits here may be higher or lower than overall.

SMILES	Akt phos inh	TDP43 rescue	GLP1R cytotox	aSyn rescue	FUS yeast rescue	GLP-1R inv ag	Abeta yeast res	Mm-Cpn inhibitor	PTHR1 agonist
CCCOC(=O)N[C@@H]1C(=O)N2C(C(=O)OCCC)=C(C)CS[C@H]12	i	-16%	3%	-25%	u	3%	-5%	3%	17%
COC(=O)c1ccc(NC(=O)CS(=O)(=O)c2ccccc2)cc1	i	24%	11%	7%	-10%	18%	-8%	0%	i
COc1ccc(C(=O)NCc2nnc(SCC(=O)Nc3ccc4c(c3)OCO4)o2)cc1	i	9%	1%	5%	-7%	10%	-2%	3%	-3%
CCOC(=O)c1sc(NC(=O)c2nc3nc(C)cc(C(F)F)n3n2)c(C(=O)OC(C)C)c1C	x	-5%	3%	x	1%	18%	-9%	x	-16%
COCC(C)Nc1ccc(S(=O)(=O)N2CCCC2)cc1[N+](=O)[O-] (stereo not given)	i	13%	12%	-2%	9%	42%[activator]	-12%	2%	-1%
CCOC(=O)c1ccc(CN(Cc2ccccc2)S(=O)(=O)c2ccc(C)cc2)cc1	x	-10%	21%	x	35%	u	-12%	x	-18%
COC(=O)c1sccc1NC(=O)c1cccnc1	i	u	21%	1%	u	53%[activator]	-13%	x	21%
O=C(O)CC1(c2ccc(F)cc2)C2CC3CC(C2)CC1C3 (stereo not given)	i	u	-6%	u	-18%	u	-1%	0%	i
Cc1c(NC(=O)CSc2nc(N)cc(N)n2)c(=O)n(-c2ccccc2)n1C	i	7%	2%	-6%	x	0%	6%	2%	i
COc1cccc(-c2nc(CS(=O)(=O)c3ccccc3)no2)c1	i	21%	8%	-2%	-40%	-9%	-10%[9.22 µM]	-2%	-18%
O=C(Nc1nc2ccc(F)cc2s1)C1=NN(c2ccccc2)C(=O)CC1	i	u	1%	0%	9%	7%	1%	-1%	i
CCCc1cc(C(=O)N2CCN(C(c3ccccc3)c3ccccc3)CC2)no1	i	0%	1%	-14%	27%	u	-1%	1%	-37%[inhibitor]
O=C(CSc1nnc(-c2cccc(Cl)c2)o1)Nc1ccc2c(c1)OCCO2	i	17%	-17%	-12%	21%	6%	4%	-3%	i
O=C1OCc2ccc(NC(=O)c3ccccc3C(=O)O)cc21	i	3%	-6%	-13%	28%	28%	-7%	1%	8%
O=C(COC(=O)c1cc([N+](=O)[O-])ccc1N1CCOCC1)NCc1ccc(F)cc1	i	8%	-29%	2%	13%	59%[activator]	24%	2%	i
O=c1c2cc(Br)ccc2nc(-c2ccc([N+](=O)[O-])cc2)n1O	i	-58%[inhibitor][9.22 µM]	1%[7.66 µM]	1%	-2%	5%[7.66 µM]	-35%	-1%	-42%[inhibitor]
COc1ccc(S(=O)(=O)N2CCN(CC(O)CN3CCOCC3)CC2)cc1 (stereo not given)	i	17%	-1%	-9%	-7%	-16%	-10%	1%	i
CCN1CCCC1CNC(=O)Cn1nc(C)n2nc(-c3ccccc3)cc2c1=O (stereo not given)	i	-11%	18%	-4%	1%	u	10%	-6%	-17%
O=C(CC[C@H]1O[C@@H](n2ccc(=O)[nH]c2=O)[C@H](O)[C@@H]1O)N[C@H](Cc1ccccc1)C(=O)NCCCc1ccccc1	i	11%	-10%	u	-10%	5%	-18%	x	-14%
COc1ccccc1C(=O)NCCc1csc(-c2ccc(C(F)(F)F)cc2)n1	x	25µM*	1%	x	u	u	14%	x	-2%
Cc1ccc(-c2csc(NC(=S)NC(=O)c3cc4ccccc4o3)n2)cc1	i	10%	-8%	2%	-8%	10%	0%	-1%	-3%
C=CCOc1cccc(CNCCCN2CCOCC2)c1	i	-20%	-10%	-5%	-3%	-9%	-13%	2%	-14%
O=C1CC(c2ccco2)CC(O)=C1C=NCCN1CCN(C2CC(=O)N(c3ccccc3)C2=O)CC1 (stereo not given)	i	8%	17%	11%	x	0%	-5%	2%	0%
Cc1ccccc1N(CC(=O)Nc1ccc(S(=O)(=O)N2CCOCC2)cc1)S(C)(=O)=O	i	-18%	2%	5%	-22%	-1%	-8%	-25%	i
Cc1cc(C)nc(SCc2ccc(Br)cc2)n1	i	u	-1%	18%	3%	u	30%	1%	i
C#CCNC(=O)c1cc2sccc2n1C	i	-7%	-8%	-7%	-25%	4%	9%	-3%	4%
CCOC(=O)Cn1cc(Cn2c3ccccc3c(=O)n2C(C)C)nn1	i	28%	-7%	-4%	-29%	18%	-8%	x	-13%
COCCN(C(=O)CSc1ncn[nH]1)c1c(N)n(Cc2ccccc2)c(=O)[nH]c1=O	i	-12%	-2%	-5%	24%	7%	-3%	-1%	i
CCCn1c(C)cc(C)c(C#N)c1=O	i	6%	-3%	1%	x	5%	5%	0%	-3%
O=C(c1ccco1)n1nc(-c2ccccc2)nc1SCc1ccccc1	i	-2%	6%	-4%	17%	-1%	5%	-13%	-13%[57.5 µM]

Shown with two lines to a compound: entries from further up
Every second line gives: Akt phos inh	TDP43 rescue	GLP1R cytotox	aSyn rescue	FUS yeast rescue	GLP-1R inv ag	Abeta yeast res	Mm-Cpn inhibitor	PTHR1 agonist
CCCn1c(C)cc(C)c(C#N)c1=O
    i	6%	-3%	1%	x	5%	5%	0%	-3%
C=CCOc1cccc(CNCCCN2CCOCC2)c1
    i	-20%	-10%	-5%	-3%	-9%	-13%	2%	-14%
O=C(c1ccco1)n1nc(-c2ccccc2)nc1SCc1ccccc1
    i	-2%	6%	-4%	17%	-1%	5%	-13%	-13%[57.5 µM]
O=c1c2cc(Br)ccc2nc(-c2ccc([N+](=O)[O-])cc2)n1O
    i	-58%[inhibitor][9.22 µM]	1%[7.66 µM]	1%	-2%	5%[7.66 µM]	-35%	-1%	-42%[inhibitor]

Remaining list, next part.
SMILES	Akt phos inh	TDP43 rescue	GLP1R cytotox	aSyn rescue	FUS yeast rescue	GLP-1R inv ag	Abeta yeast res	Mm-Cpn inhibitor	PTHR1 agonist
COc1cc2ccccc2cc1C(=O)N1CCCCC1	i	-13%	-14%	9%	-3%	31%	-2%	0%	-17%
COc1ccc(CC(=O)Nc2ccc(N3CCOCC3)cc2)cc1S(=O)(=O)N1CCOCC1	i	2%	-5%	0%	7%	4%	8%	-5%	i
Cc1cccc(NC(=O)c2ccccc2NC(=O)CCC(=O)O)c1	i	-16%	8%	-1%	x	19%	0%	0%	0%
O=C(COc1ncnc2sccc12)NC1CCCc2ccccc21 (stereo not given)	i	-20%	76%[activator]	1%	x	18%	20%	-2%	-24%
CCc1ccc(CNC(=O)CSCc2cnn(-c3ccccc3)c2-n2cccc2)cc1	x	21%	-3%	x	49%	u	-26%	x	-24%
COc1ccc(/C=N/NC(=S)NC2CCS(=O)(=O)C2)cc1 (stereo not given)	i	8%	-17%	2%	-5%	-21%	22%	3%	i
N#CC(c1ccc(Cl)cc1)c1nc2ccccc2nc1C(F)(F)F (stereo not given)	i	u	10%	-16%	-11%	u	-13%	1%	0%
Cc1csc(N2CCCC2c2nc3cc(C(F)(F)F)ccc3n2CCOCCO)n1 (stereo not given)	i	-23%	-6%	-10%	2%	7%	-14%	x	-20%
Cc1ccc(C(=O)NCCSC(C)(C)C)cc1[N+](=O)[O-]	i	12%	-21%	4%	-5%	-1%	14%	0%	-13%
Cc1cc(OCC(=O)N2CCCC2)ccc1Cl	i	12%	-6%	-8%	-12%	22%	-8%	2%	-36%[inhibitor]
CSc1ccc(C2c3[nH]c4ccccc4c3CCN2C(=O)CCC2CCCC2)cc1 (stereo not given)	x	-6%	18%	x	27%	2.2µM*	-12%	x	i
O=C(C1CCCO1)N1CCN(C(=S)Nc2ccc(F)cc2)CC1 (stereo not given)	i	13%	-9%	-2%	x	7%	18%	1%	i
Cc1nc(CNS(=O)(=O)c2ccc(Br)cc2)cs1	i	3%	5%	5%	14%	31%[activator]	1%	-1%	i

Rewritten with values under each structure: entries from further up
Each structure is followed by: Akt phos inh	TDP43 rescue	GLP1R cytotox	aSyn rescue	FUS yeast rescue	GLP-1R inv ag	Abeta yeast res	Mm-Cpn inhibitor	PTHR1 agonist
O=C(c1ccco1)n1nc(-c2ccccc2)nc1SCc1ccccc1
→ i	-2%	6%	-4%	17%	-1%	5%	-13%	-13%[57.5 µM]
COc1ccc(CC(=O)Nc2ccc(N3CCOCC3)cc2)cc1S(=O)(=O)N1CCOCC1
→ i	2%	-5%	0%	7%	4%	8%	-5%	i
COc1ccc(S(=O)(=O)N2CCN(CC(O)CN3CCOCC3)CC2)cc1 (stereo not given)
→ i	17%	-1%	-9%	-7%	-16%	-10%	1%	i
C#CCNC(=O)c1cc2sccc2n1C
→ i	-7%	-8%	-7%	-25%	4%	9%	-3%	4%
Cc1cc(C)nc(SCc2ccc(Br)cc2)n1
→ i	u	-1%	18%	3%	u	30%	1%	i
